# p-CIP stab down: p/CIP protein destabilization | Q05BA5 | F442A p/CIP-EGFP cells, EGFP fluorescence, 16 h | decrease of EGFP signal, % at 10 µM | 290,000 tested, 0.01% active;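 active means EGFP signal decrease of at least 30% at 10 µM or well 3 SD below plate mean, unless failing retest; inactive means the rest, including hits failing retest or dose response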; further: some compounds called inactive have numbers as strong as hits; many of its hits are not listed in these tables
# IDE act: activators of human insulin-degrading enzyme in cells; P14735; HEK cells, FAbeta-B cleavage, fluorescence polarization; 0% vehicle, 100% cell-free pure enzyme wells; activation, % at 5.96 µM; 340,000 tested, 0.073% active; AID 493087;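 active means activation above the mean of all tested compounds plus 3 SD, set per screening campaign, cut at about 17% in these data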
# M18AAP inhibitor: blocks P. falciparum M18 aspartyl aminopeptidase | 290,000 tested, 1.2% active | recombinant PfM18AAP, H-Glu-NHMec fluorogenic cleavage | inhibition, % at 7.35 µM;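 active means inhibition above the campaign mean inhibition over all tested compounds plus 3 SD, cut at about 28% in these data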;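 further: 0% = plate median of test compound wells and 100% = 2 mM ZnCl2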
# NALP1 inh: inhibitors of NALP1 inflammasome in yeast | inhibition, % at 10 µM | S. cerevisiae NALP1/ASC/caspase-1 growth, X-gal OD620, 72 h | 280,000 tested, 0.61% active | AID 2071; in the data active means inhibition mostly above about 24%, no sharp cut-off; inactive means mostly below about 32%; further: some compounds called inactive have numbers as strong as hits
# PHOSPHO1 block: inhibitors of human PHOSPHO1 phosphatase; recombinant PHOSPHO1, absorbance phosphatase assay; inhibition, % at 13.3 µM; 290,000 tested, 1.1% active; AID 1565; in the data active means inhibition above about 60%
# IDE cell inh: cellular human IDE inhibition; P14735; HEK cells, FAbetaB cleavage, fluorescence polarization; inhibition, % at 5.59 µM; 320,000 tested, 0.41% active;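 active means percent inhibition above the average of all tested compounds plus 3 SD, set per screening campaign, cut at about 16% in these data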;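 further: IDE supplied by intact live HEK cells; FP after avidin binding of uncleaved biotin substrate so inhibition keeps polarization high; 0% = DMSO wells and 100% = 60 µM reference IDE inhibitor Ii1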
# IMP-1 inh: inhibitors of Pseudomonas aeruginosa IMP-1 metallo-beta-lactamase | purified IMP-1, nitrocefin hydrolysis, epi-absorbance fluorescence | inhibition, % at 5.6 µM | 290,000 tested, 0.45% active;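 active means inhibition above the mean plus 3 SD of all compounds in the same screening run, cut at about 4.5% in these data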;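 further: 0% = IMP-1 with DMSO and 100% = DMSO wells lacking enzyme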
#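 Assay system: purified recombinant IMP-1 beta-lactamase. Input: IMP-1 0.2 nM before substrate addition. Buffer or medium: Zinc- and detergent-supplemented HEPES buffer, pH 7.1. Schedule: 25 °C, 15 min preincubation, 25 min reaction. Signal: Epi-absorbance fluorescence, 480 nm excitation, 530 nm emission. Evaluation: percent inhibition from optical density relative to buffer-blank wells.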
# GPR7 antag: blocks human GPR7 receptor signaling; P48145; GPR7-expressing cells, fluorescence antagonist assay; inhibition, % at 4.4 µM; 290,000 tested, 1.1% active; AID 1861; in the data active means inhibition above about 16%, passing the limit was not always enough;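 further: cells stimulated with the agonist NPW; 0% = agonist with vehicle and 100% = vehicle without agonist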
# VIM-2 inhibitor: inhibitors of Pseudomonas aeruginosa VIM-2 metallo-beta-lactamase | 290,000 tested, 0.89% active | purified VIM-2, nitrocefin hydrolysis, epi-absorbance fluorescence | inhibition, % at 5.6 µM;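 active means inhibition above the mean of all tested compounds plus 3 SD, cutoff set per screening run, cut at about 7.5% in these data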;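 further: red hydrolysis product quenches plate fluorescence so inhibitors raise well fluorescence; 0% = enzyme with DMSO and 100% = DMSO without enzyme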
# Starred values were filed as active, the others as inactive; · = no result given.
no.	mol	p-CIP stab down	IDE act	M18AAP inhibitor	NALP1 inh	PHOSPHO1 block	IDE cell inh	IMP-1 inh	GPR7 antag	VIM-2 inhibitor
1	COc1ccc(NC(=O)CCN2CCN(C/C=C/c3ccccc3)CC2)cc1	1.2	-1.6	-6.7	22.7	34.3	1.9	-2.1	13.6	1.6
2	CN(c1ccc(C(=O)NCc2cccnc2)cc1)S(C)(=O)=O	3.7	0.6	-6.9	12.1	-0.9	6.9	-2.8	-20.1	0.2
3	COCCn1c(C)cc(C(=O)CSc2nncn2-c2ccccc2)c1C	-9.9	6.3	16.2	0.6	94.8*	8.8	5.0*	1.9	2.0
4	CCN(CC)S(=O)(=O)c1ccc(NC(=O)Cn2cnc3ccccc3c2=O)cc1	3.2	4.7	9.2	19.8	8.9	4.7	-1.2	-4.5	-3.7
5	Cc1cc2oc(=O)cc(CN3CCOCC3)c2cc1C(C)C	5.3	-0.8	2.9	13.6	23.9	1.5	-2.3	-1.4	-2.0
6	CSc1nnc(-c2ccc(Br)s2)n1C	-16.7	-0.1	3.5	16.3	2.1	6.3	-3.6	-17.6	-4.6
7	Cc1cc(C(=O)Nc2c(C)n(C)n(-c3ccccc3)c2=O)c(C)o1	1.4	-0.4	-6.2	32.4	-17.9	1.7	-6.1	-23.6	-1.6
8	CCO[C@H]1OC(C(=O)N2CCN(Cc3ccc4c(c3)OCO4)CC2)=C[C@@H](C2CC2)[C@@H]1CCCO	1.3	7.2	6.2	-1.2	31.7	5.3	-1.7	6.3	-0.9
9	COc1cccc(C(C(=O)NC2CCCCC2)N(Cc2ccco2)C(=O)c2ccccn2)c1 (stereo unspecified)	5.2	4.9	-2.2	13.2	18.7	7.6	-2.6	7.9	-2.8
10	CCc1nnc(NC(=O)c2cc(-c3ccccc3)nn2-c2ccccc2)s1	-11.2	1.2	-0.6	-11.8	7.7	-9.1	-3.7	-11.6	-3.9
11	Cc1ccc(NS(=O)(=O)c2ccc(C(=O)N3CC(C)OC(C)C3)cc2)cc1 (stereo unspecified)	-21.7	-2.5	-9.9	3.2	25.0	-3.1	-0.2	37.0*	-2.8
12	CCCN(C(=O)/C=C/c1ccco1)c1c(N)n(Cc2ccccc2)c(=O)[nH]c1=O	0.0	3.4	2.7	6.2	-1.1	1.9	-1.8	-16.6	-3.6
13	O=[N+]([O-])c1ccc(C2=NN(CCO)C(=Nc3ccc(OC(F)(F)F)cc3)SC2)cc1	-3.2	6.4	-1.5	-3.0	37.7	0.0	-1.5	27.6*	-4.2
14	CNC(=S)NNC(=O)CNc1ccc(C)c(Cl)c1	-2.4	2.0	24.6	-7.9	19.2	3.2	-3.2	-6.2	-4.1
15	CN1CCN(C(=O)C2=C[C@H](C3CCCCC3)C[C@H](OCc3ccc(CO)cc3)O2)CC1	-9.3	6.8	0.0	5.5	51.7	0.2	-0.8	-2.8	-0.6
16	O=C(NCCn1cccn1)c1ccc(OC2CCN(C(=O)C3CC3)CC2)cc1	-9.8	1.8	-1.7	9.8	35.3	4.0	-3.9	-8.0	-3.1
17	CCOC(=O)c1ccc(NS(=O)(=O)c2cc3c(cc2C)NC(=O)CO3)cc1	-4.0	7.2	6.8	-3.8	31.5	1.4	-3.1	-6.0	-2.5
18	CCOC(=O)c1ccc(NC(=S)NCCc2ccccc2)cc1	-3.7	-2.4	1.9	1.6	25.3	0.9	-1.6	-7.5	-2.4
19	CC(CNC(=O)CCn1ccc2cc(S(=O)(=O)N3CCCC3)ccc21)c1ccccc1 (stereo unspecified)	1.5	-2.7	7.1	25.2	30.2	5.1	-3.0	8.0	-0.8
20	COCCN(CCOC)C(=S)Nc1ccccc1Cl	-1.6	-1.4	-1.6	1.9	21.9	2.5	-1.3	-10.8	-2.2
21	CCCCN1C(=O)C(=O)N(CC(=O)Nc2cc(OCC)c(N3CCOCC3)cc2OCC)C1=O	-8.9	4.9	5.2	-4.8	-6.8	1.7	-1.4	-4.3	-1.4
22	O=[N+]([O-])c1ccccc1/C=N/OCc1ccccc1	-6.7	-1.1	1.2	24.7	18.4	-3.4	-2.0	-18.5	-0.8
23	COc1ccc(NC(=O)c2cccnc2C(=O)O)c(OC)c1	-8.3	-0.8	20.9	-8.3	13.3	0.7	0.2	-1.7	-3.0
24	O=c1c2ccccc2c(-c2ccc(Cl)cc2)nn1-c1ccccc1	-3.5	5.8	-6.4	19.6	-4.0	6.2	-2.1	0.5	0.7
25	Cc1ccc(C)n1-c1ccc(C(=O)NN)s1	-26.2	4.4	12.8	4.0	-17.5	1.6	-2.0	-7.2	-1.4

# Sorted by value in PHOSPHO1 block (smallest number first): 4 of the compounds above.
no.	mol	p-CIP stab down	IDE act	M18AAP inhibitor	NALP1 inh	PHOSPHO1 block	IDE cell inh	IMP-1 inh	GPR7 antag	VIM-2 inhibitor
7	Cc1cc(C(=O)Nc2c(C)n(C)n(-c3ccccc3)c2=O)c(C)o1	1.4	-0.4	-6.2	32.4	-17.9	1.7	-6.1	-23.6	-1.6
21	CCCCN1C(=O)C(=O)N(CC(=O)Nc2cc(OCC)c(N3CCOCC3)cc2OCC)C1=O	-8.9	4.9	5.2	-4.8	-6.8	1.7	-1.4	-4.3	-1.4
24	O=c1c2ccccc2c(-c2ccc(Cl)cc2)nn1-c1ccccc1	-3.5	5.8	-6.4	19.6	-4.0	6.2	-2.1	0.5	0.7
19	CC(CNC(=O)CCn1ccc2cc(S(=O)(=O)N3CCCC3)ccc21)c1ccccc1 (stereo unspecified)	1.5	-2.7	7.1	25.2	30.2	5.1	-3.0	8.0	-0.8

# Further results follow.
no.	mol	p-CIP stab down	IDE act	M18AAP inhibitor	NALP1 inh	PHOSPHO1 block	IDE cell inh	IMP-1 inh	GPR7 antag	VIM-2 inhibitor
26	Cc1ccc(-n2c(O)c(C=Nc3ccc4c(c3)OCO4)c3ccccc3c2=O)cc1C	-10.2	-6.2	-8.3	23.3	35.4	2.0	-3.6	-10.7	-2.9
27	CC(=O)Nc1ccc(S(=O)(=O)NNC(=O)COc2ccc(Cl)cc2Cl)cc1	-2.2	1.1	10.4	·	37.0	-0.5	-3.1	-9.7	-2.8
28	O=C(CNC(=O)c1ccco1)OCC(=O)c1ccc([N+](=O)[O-])cc1	3.0	-5.2	39.5*	20.5	27.9	6.2	-0.4	-9.4	-0.6
29	CCOC(=O)c1c(-c2ccccc2)csc1NC(=O)c1ccc(N2C(=O)CCC2=O)cc1	-17.4	8.5	4.0	26.6	-6.9	1.5	-1.4	1.5	-2.4
30	Nc1ccccc1C(=O)NCc1ccccc1	16.4	2.9	4.1	-4.5	2.7	-0.4	-1.4	13.7	-1.9
31	CCOC(CNC(=O)c1cccc([N+](=O)[O-])c1)OCC	6.6	3.6	5.2	0.0	11.1	-2.6	-1.4	1.2	-0.3
32	O=C(CSc1nnc(COc2ccccc2)o1)Nc1ccc(F)cc1	1.1	3.7	11.9	-6.5	39.1	-6.0	-2.2	1.6	-5.1
33	O=S(=O)(CCc1nnc(-c2ccccc2)o1)c1ccc2ccccc2c1	-4.6	-0.2	-6.4	-7.7	-13.4	4.7	-3.0	-0.3	-3.0
34	Cc1c(N=C2N=C(NC(=O)Nc3ccc(Cl)cc3)c3ccccc32)c(=O)n(-c2ccccc2)n1C	-3.9	1.4	5.3	-3.5	0.1	7.3	-0.2	-6.5	-5.8
35	O=C(CN1C(=O)c2cccc3cccc(c23)C1=O)N1CCOCC1	-0.5	1.8	0.6	4.4	2.0	0.2	-1.1	-4.8	-0.1
36	O=C(COc1ccc(Cl)cc1)Nc1nc(-c2ccc(S(=O)(=O)N3CCOCC3)cc2)cs1	-5.2	-12.4	4.7	4.9	10.1	14.6	-2.6	11.4	-2.0
37	CCCCCCCCC(=O)N/N=C/c1ccccn1	7.1	0.1	3.0	-0.4	10.1	2.9	-1.0	-11.8	0.0
38	COc1ccc(-c2noc(CN(C)Cc3ccccc3)n2)cc1	-5.1	4.3	-7.6	-0.5	·	-0.8	-3.1	-3.0	-0.9
39	CCC(C)Nc1nc2c(c(=O)[nH]c(=O)n2C)n1CCOc1ccccc1 (stereo unspecified)	-13.5	1.4	-2.4	6.2	-4.7	-1.4	-1.4	0.8	-2.7
40	O=C(NCCSc1ccccc1)c1ccccc1Cl	-1.4	10.4	-5.1	26.1	4.7	7.3	-2.1	-1.2	-2.4
41	COc1cccc(NC(=O)c2nnn(CCc3ccccc3)c2N)c1	-3.5	4.0	2.5	-13.6	-11.3	-1.2	-4.0	-8.7	-2.2
42	CCOc1ccc(C(=O)Cn2cnc3ccccc3c2=O)cc1	-0.6	-3.8	0.9	7.4	23.2	0.8	-1.2	4.9	0.7
43	CC(C)(C)NC(=O)C(c1cccs1)N(Cc1ccco1)C(=O)c1csnn1 (stereo unspecified)	-4.8	5.0	16.5	10.9	5.0	-2.8	1.8	13.1	-0.7
44	CN1CCN(CCCCOc2ccccc2-c2ccccc2)CC1	-3.0	2.5	2.3	12.7	54.2	0.2	-3.2	3.1	-2.5
45	O=C(Nc1cc(=O)[nH]c2nc(-c3ccccc3)nn12)c1ccccc1Cl	-16.5	7.0	-3.1	·	-15.9	-1.0	-1.6	-5.5	-3.5
46	O=C(COc1ccccc1C(=O)Nc1ccccc1)c1ccc(Br)cc1	-3.3	-2.1	-15.0	5.1	4.1	0.3	0.1	-3.0	0.4
47	Cn1/c(=N/N=C/c2ccccn2)sc2ccccc21	6.0	·	-9.4	10.8	-35.6	·	-1.2	-0.8	-0.9
48	C(/C=C/c1ccccc1)=N/N1CCN(c2ccccc2)CC1	-0.7	5.4	2.9	30.0	0.1	-1.7	-4.0	-8.0	-0.5
49	c1ccn2c(CNc3ncnc4sccc34)nnc2c1	3.2	1.5	-10.4	-9.9	-4.2	6.0	-1.6	-2.4	1.6
50	O=C(NC1CCCCC1)c1cc([N+](=O)[O-])ccc1N1CCOCC1	-5.6	7.9	-0.1	3.2	2.3	-0.4	-1.0	3.4	-2.0

# Following part
no.	mol	p-CIP stab down	IDE act	M18AAP inhibitor	NALP1 inh	PHOSPHO1 block	IDE cell inh	IMP-1 inh	GPR7 antag	VIM-2 inhibitor
51	CCOC(=O)N1CCC(NC(=O)C2CCN(c3nc(-c4ccc(OC)cc4)no3)CC2)CC1	-18.8	1.3	-1.4	8.3	36.9	2.2	-1.4	-4.3	0.1
52	N=C1C(c2nc3ccccc3s2)=C(O)CN1Cc1ccco1	1.2	-4.1	2.0	28.4	23.8	-4.5	-3.4	-3.8	-0.2
53	N#Cc1ccc(N2C(=O)[C@@H]3C(C(=O)c4cnccn4)=NN[C@@H]3C2=O)cc1	-3.5	·	4.2	17.0	27.3	2.0	-1.6	11.7	-0.5
54	Cc1ccc(/C=N/NC(=O)C(C)Oc2ccccc2[N+](=O)[O-])s1 (stereo unspecified)	-4.8	0.7	-13.0	11.1	11.7	5.1	-1.3	-10.5	-3.5
55	COc1cc(/C=C/C(=O)OCc2cn3cc(Cl)ccc3n2)ccc1O	-10.5	6.1	-11.4	·	20.4	0.0	-1.6	-8.2	-2.5
56	COc1ccc(NC(=O)COC(=O)C2C3CC4OC(=O)C2C4C3)cc1 (stereo unspecified)	8.4	2.7	-1.5	20.9	11.0	8.8	-0.7	0.2	1.4
57	CCOc1ccc(NC(=O)CN2C(=O)C(C)SC(C)C2=O)cc1 (stereo unspecified)	9.8	1.8	-3.3	0.8	-8.2	2.3	-1.1	-0.9	-1.8
58	Cc1ccccc1CN1CCC(n2nccc2NC(=O)c2ccc3c(c2)OCO3)CC1	-14.9	-0.3	-3.2	0.5	4.5	6.4	-3.8	2.5	-2.5

# Assay outcomes from PubChem.
